# bCat nuc transl – modulators of beta-catenin nuclear translocation; nuclear translocation activity, % at 5 µM; HeLa beta-catenin nuclear translocation, immunofluorescence imaging; AID 1665; actives 0.3% (n = 190,000);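 active = nuclear translocation activity above 50% at 5 µM, with a well cell count of 50 or more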;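 also: per-cell ratio of nuclear to cytoplasmic median beta-catenin stain intensity; plate controls were DMSO negative control for no effect and GSK-3 inhibitor IX positive control for full effect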
#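 test system = HeLa cells, endogenous beta-catenin | dosing = single 5 µM dose plus 0.02–20 µM confirmation series | times = compound treatment 24 h, 37°C, 5% CO2 | technique = beta-catenin immunofluorescence imaging with DAPI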
# Ins promoter up – MIN6 insulin promoter up-regulation | MIN6 insulin promoter-GFP reporter, high-content imaging; active compounds read high | z-score at 5 µM | actives 0.3% (n = 190,000);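 active = z-score above 3 at 5 µM with at least 500 cells counted in the well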
# Lipid droplet – modulators of hepatic lipid droplet formation | inhibition, % at 6.5 µM | AML12 mouse hepatocytes, oleate lipid droplets, BODIPY imaging | AID 1656 | actives 0.4% (n = 240,000);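 active = lipid droplet intensity inhibited by at least 50%, with more than 500 cells counted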
#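 Test system: AML12 mouse liver cells; schedule: overnight exposure; technique: high-content imaging of BODIPY-stained droplets and DAPI nuclei; read-out: % inhibition of corrected integrated BODIPY droplet signal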
# Myeloid diff MLP – promotes myeloid progenitor differentiation; ER-HoxA9 myeloid progenitors, lysozyme-GFP differentiation, flow cytometry; calls only at 10 µM; actives 1% (n = 360,000);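 active = normalized GFP-positive differentiation at or above the plate's own cutoff, the solvent-only control mean plus 3 SD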;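 also: cells exposed to compound for four days before flow analysis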
# PMI inhibitors – MPI enzyme activity inhibition – biochemical, fluorescence intensity, coupled assay, primary screen (AID 1209). inhibition, % at 20 µM, or IC50 in µM where a hit was titrated. purified PMI enzyme, coupled fluorescence intensity; higher % means a stronger effect. actives 0.42% (n = 190,000); in the data active = inhibition above about 50%;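 also: plate controls were DMSO vehicle for no effect and wells lacking substrate for full effect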
# TNAP activation fold – human TNAP enzyme activators, primary screen, biochemical, luminescent, no phosphate acceptor, uHTS (AID 1001); purified TNAP, luminescent activation assay, no phosphate acceptor; higher activation fold means a stronger effect; actives 0.03% (n = 200,000); activation fold at 20 µM, or EC50 in µM where a hit was titrated; in the data active = activation fold from about 3, or a potency from the dose series; inactive = the rest, 99 in 100 with activation fold below about 1.6; also: many of its hits are not listed in these tables
# MT stabilizer – microtubule stabilizers in HeLa cells; HeLa tubulin immunostaining HCS, 24 h; share of cells brighter than vehicle mean+2SD; % tubulin-high responders, % at 10 µM; actives 0.83% (n = 200,000); AID 2205;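 active = plate Z-score above 3 for both tubulin-high and condensed-nucleus cell shares, with cell loss under 80%, at 10 µM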;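 also: anti alpha tubulin signal scored within the nucleus-defined area of each cell; some results filed as inactive read as strong as hits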
# T cell HTS – modulates CD8 T cell binding to vesicles. 2C CD8+ T cell-vesicle binding, flow cytometry; active compounds read low. calls only at 7 µM. actives 0.068% (n = 330,000). AID 2052;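 active = response, share of CD8 T cells binding vesicles, and their 90th percentile fluorescence all below set limits, cut at about 80% in these data, passing the limit was not always enough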
#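 Assay system: 2C TCR transgenic mouse naive CD8+ T cells, MACS-purified | Read-out: CD8+ gate FL2 mean fluorescence as % of same-row positive control | Signal: High-throughput flow cytometry with anti-B7-1 and anti-CD8 staining | Timing: Binding step 1.5 h, 37 °C, antibody labelling 20 min, ice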
# Dynein cargo inh – blocks dynein driven cargo transport along microtubules. 3617.4 mouse cells, GR-EGFP nuclear translocation imaging; test concentration mostly 20 µM; stimulated with dexamethasone, 1 µM; active compounds read low. actives 0.47% (n = 220,000). z-score, hits read low;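 active = plate z-score of nuclear minus cytoplasmic receptor signal below a set negative limit, without overly bright fluorescence or cell loss, cut at about -3.5 in these data, passing the limit was not always enough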;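 also: z-score of nuclear minus cytoplasmic ring GR-EGFP intensity difference per well; some compounds called inactive have numbers as strong as hits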
#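 Buffer or medium: tet-free medium with charcoal-stripped serum / Also added: dexamethasone agonist, 1.0 µM final, for 30 min / Timing: induction 48 h, compound 1 h, agonist 30 min / Measured by: high-content fluorescence imaging after fixation / Read-out: nuclear-to-cytoplasmic GR-EGFP distribution per well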
# Dynein cargo inh cytoplasmic EGFP – also measured in Dynein cargo inh; calls as there; z-score; measured here: cytoplasmic GR-EGFP intensity; active compounds read high
# Dynein cargo inh nuclear GR-EGFP – second read-out of Dynein cargo inh, no call of its own (marks repeat the call); z-score; measured here: nuclear GR-EGFP intensity;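 lower value marks the stronger effect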
# Dynein cargo inh cell count – further read-out of Dynein cargo inh, marked with its call; z-score; measured here: cell count per field
# Ins promoter up cell count – also measured in Ins promoter up; calls as there; cell count; measured here: cytotoxicity, nuclei count;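 total cells summed across four imaged fields per well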
# Lipid droplet cells 6.5 µM – recorded beside Lipid droplet, whose call it bears; cell count; measured here: cell count, cytotoxicity flag;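 cells counted across two imaged fields per well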
# bCat nuc transl cell count 5 µM – further read-out of bCat nuc transl, marked with its call; cell count; measured here: cell count, cytotoxicity flag
# T cell HTS vesicle-bound % – further read-out of T cell HTS, marked with its call; double positive events, %; measured here: CD8+ vesicle-bound cell fraction;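 binding gate set so that unloaded-vesicle control wells show 10% double positive cells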
# MT stabilizer Hoechst-high % – second read-out of MT stabilizer, no call of its own (marks repeat the call); % Hoechst-high responders; measured here: nuclear condensation Hoechst responders;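 share of cells brighter than vehicle mean plus two SD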
# MT stabilizer cytotoxicity % – second read-out of MT stabilizer, no call of its own (marks repeat the call); toxicity, %; measured here: cytotoxicity by cell density;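 0% = mean cell density of plate MIN control wells and 100% = no cells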
# Myeloid diff MLP GFP+ MAC1+ % – recorded beside Myeloid diff MLP, whose call it bears; GFP+ MAC1+ double positive, %; measured here: differentiation confirmed by MAC1 staining
# * marks the source's active call; other numbers are inactive results; i = inactive; . = no result given; + = active, no number.
SMILES,bCat nuc transl,bCat nuc transl cell count 5 µM,Ins promoter up,Ins promoter up cell count,Lipid droplet,Lipid droplet cells 6.5 µM,Myeloid diff MLP,Myeloid diff MLP GFP+ MAC1+ %,PMI inhibitors,TNAP activation fold,MT stabilizer,MT stabilizer Hoechst-high %,MT stabilizer cytotoxicity %,T cell HTS,T cell HTS vesicle-bound %,Dynein cargo inh,Dynein cargo inh cytoplasmic EGFP,Dynein cargo inh nuclear GR-EGFP,Dynein cargo inh cell count
CCC12CSc3nc(Cl)ccc3N1C(=O)C(=O)N2C (stereo not drawn),0.9,1283,0.07,1400,.,.,i,0.6,.,.,.,.,.,.,.,0.24,-0.24,0.093,0.16
CC(=O)OCC(=O)c1ccc2ccn(C(C)=O)c2c1,-3.6,1262,0.21,1093,7,749,i,3.3,8%,1.1,3.7,1.5,6.6,i,32,0.033,-0.2,0.23,0.57
CC(=O)N(c1cccc(Cl)c1)c1nc(C)cc(C)c1C#N,-0.3,1304,-0.17,1085,1,742,i,0.7,.,.,.,.,.,i,16,0.25,0.075,0.57,-0.068
CN(CCNC(=O)c1cn(C)c2ccc(S(=O)(=O)N3CCCC3)cc2c1=O)CCc1ccccc1,-6.1,940,-0.39,981,.,.,i,0.9,16%,1.1,3.0,2.0,6.9,i,60,-0.97,0.028,-0.34,-0.17
CCCCCCn1c(N2CCN(c3cccc(Cl)c3)CC2)nc2c1c(=O)[nH]c(=O)n2C,0.2,1435,-0.52,1648,.,.,i,1.2,9%,2.2,4.9,3.7,7.3,i,16,0.65,-0.26,0.16,0.31
O=S(=O)(c1ccccc1C(F)(F)F)N1C=CC(C(F)(F)F)=NCC1,3.5,949,-0.27,1367,-1,681,i,0.1,.,.,.,.,.,.,.,1.2,-0.096,0.59,-0.99
CN(C)S(=O)(=O)c1cccc(C(=O)OCC(=O)c2c(N)n(C)c(=O)n(C)c2=O)c1,-1.3,1069,-0.08,1066,-1,655,i,0.5,-28%,1,1.8,1.1,5.0,i,52,-0.26,-0.18,-0.081,-0.18
CC1CN(C)C(C)CC1NCc1ccc2c(c1)OCO2 (stereo not drawn),-7.6,922,-1.2,932,.,.,i,1.2,-5%,1,3.3,2.0,7.6,i,52,1,-0.25,1.4,-0.88
Cc1ccc(C(=O)ONc2ccc(N=NC(=O)c3ccccc3O)cc2)cc1,.,.,0.01,890,0,803,i,2.2,4%,0.8,2.5,1.2,8.2,i,7,0.43,-0.089,0.55,0.11
CCOC(=O)c1ccc(NC(=S)NCCCN2CCCCC2)cc1,-1.1,1360,-1.1,1501,.,.,i,5.5,-6%,1.1,0.5,1.4,5.4,i,22,-0.13,-0.18,-0.3,0.29
CCOc1ccc(CCNC(=O)CN2CCN(Cc3ccccc3F)C2=O)cc1OCC,-0.5,1325,-0.64,1281,.,.,i,0.7,-10%,1,2.1,1.9,6.1,i,25,-0.93,-0.21,0.35,0.98
CCOC1(/N=C(\C)NS(=O)(=O)c2ccc(Cl)cc2)C(C)=CC(=O)C=C1C,-2.1,1034,1.6,1316,-3,662,i,0.8,12%,1.1,1.9,2.8,7.5,i,46,-0.56,-0.36,0.0032,0.09
CCOc1ccc(NC(=O)Cn2nnc(-c3ccccc3F)n2)cc1,-1.2,1091,-0.37,1164,0,606,i,1.1,9%,1.1,4.4,2.5,2.2,i,18,-0.51,-0.28,-0.46,0.26
COCCn1cnc2c(c1=O)c1nc3ccccc3nc1n2/N=C/c1cccc(OC)c1,-0.3,1376,-0.11,970,27,715,i,0.1,.,.,.,.,.,i,35,8.4,1.1,5.7,-4
Cc1cc(N2CCCC2)nc2c(C)cccc12,-0.2,1547,-0.62,1437,-5,755,i,0.2,4%,1.1,4.7,2.1,4.0,i,46,-0.62,-0.3,-0.39,1.1
CO/N=C(\Cn1ncc(N2CCCC2)c(Br)c1=O)c1ccc(Cl)cc1,-7.8,1084,-0.5,767,0,739,i,1.2,8%,1,2.3,1.9,4.0,i,26,-0.71,-0.22,-0.42,0.98
CC(Oc1ccccc1F)C(=O)/C=C/N(C)C (stereo not drawn),-2.3,943,0.73,1372,.,.,i,4.2,-4%,1.1,3.3,1.4,3.7,i,7,0.96,-0.14,0.11,0.089
Cc1nn(Cc2cccc(C(=O)NN)c2)c(C)c1Cl,1.4,1321,-0.28,1096,-39,445,+,0.5*,.,.,.,.,.,i,24,1.2,-0.26,0.56,-0.1
O=C1CCCC(=O)C1C1c2ccccc2CCN1C(=O)CCl (stereo not drawn),-0.7,1303,0.07,1001,-8,697,i,0.2,.,.,.,.,.,i,23,-0.89,-0.27,-0.43,1.3
CN(C)c1nc(N)nc(CSc2nnnn2C)n1,-0.9,1077,-0.02,1245,-15,784,i,2.7,3%,1.1,2.9,1.0,24,i,38,-0.24,-0.29,0.11,0.34

# 8 successive records out of the list so far:
SMILES,bCat nuc transl,bCat nuc transl cell count 5 µM,Ins promoter up,Ins promoter up cell count,Lipid droplet,Lipid droplet cells 6.5 µM,Myeloid diff MLP,Myeloid diff MLP GFP+ MAC1+ %,PMI inhibitors,TNAP activation fold,MT stabilizer,MT stabilizer Hoechst-high %,MT stabilizer cytotoxicity %,T cell HTS,T cell HTS vesicle-bound %,Dynein cargo inh,Dynein cargo inh cytoplasmic EGFP,Dynein cargo inh nuclear GR-EGFP,Dynein cargo inh cell count
CN(CCNC(=O)c1cn(C)c2ccc(S(=O)(=O)N3CCCC3)cc2c1=O)CCc1ccccc1,-6.1,940,-0.39,981,.,.,i,0.9,16%,1.1,3.0,2.0,6.9,i,60,-0.97,0.028,-0.34,-0.17
CCCCCCn1c(N2CCN(c3cccc(Cl)c3)CC2)nc2c1c(=O)[nH]c(=O)n2C,0.2,1435,-0.52,1648,.,.,i,1.2,9%,2.2,4.9,3.7,7.3,i,16,0.65,-0.26,0.16,0.31
O=S(=O)(c1ccccc1C(F)(F)F)N1C=CC(C(F)(F)F)=NCC1,3.5,949,-0.27,1367,-1,681,i,0.1,.,.,.,.,.,.,.,1.2,-0.096,0.59,-0.99
CN(C)S(=O)(=O)c1cccc(C(=O)OCC(=O)c2c(N)n(C)c(=O)n(C)c2=O)c1,-1.3,1069,-0.08,1066,-1,655,i,0.5,-28%,1,1.8,1.1,5.0,i,52,-0.26,-0.18,-0.081,-0.18
CC1CN(C)C(C)CC1NCc1ccc2c(c1)OCO2 (stereo not drawn),-7.6,922,-1.2,932,.,.,i,1.2,-5%,1,3.3,2.0,7.6,i,52,1,-0.25,1.4,-0.88
Cc1ccc(C(=O)ONc2ccc(N=NC(=O)c3ccccc3O)cc2)cc1,.,.,0.01,890,0,803,i,2.2,4%,0.8,2.5,1.2,8.2,i,7,0.43,-0.089,0.55,0.11
CCOC(=O)c1ccc(NC(=S)NCCCN2CCCCC2)cc1,-1.1,1360,-1.1,1501,.,.,i,5.5,-6%,1.1,0.5,1.4,5.4,i,22,-0.13,-0.18,-0.3,0.29
CCOc1ccc(CCNC(=O)CN2CCN(Cc3ccccc3F)C2=O)cc1OCC,-0.5,1325,-0.64,1281,.,.,i,0.7,-10%,1,2.1,1.9,6.1,i,25,-0.93,-0.21,0.35,0.98

# Following part.
SMILES,bCat nuc transl,bCat nuc transl cell count 5 µM,Ins promoter up,Ins promoter up cell count,Lipid droplet,Lipid droplet cells 6.5 µM,Myeloid diff MLP,Myeloid diff MLP GFP+ MAC1+ %,PMI inhibitors,TNAP activation fold,MT stabilizer,MT stabilizer Hoechst-high %,MT stabilizer cytotoxicity %,T cell HTS,T cell HTS vesicle-bound %,Dynein cargo inh,Dynein cargo inh cytoplasmic EGFP,Dynein cargo inh nuclear GR-EGFP,Dynein cargo inh cell count
Cc1cc(C)n(C(=O)c2cccc(S(=O)(=O)N3CCCCC3)c2)n1,-1.1,1300,0.23,1091,9,701,i,0.4,.,.,.,.,.,i,59,-0.79,-0.16,0.024,1
C#Cc1cccc(NC(=O)CSc2nnc(-c3ccc(C(F)(F)F)cn3)o2)c1,-0.6,1325,.,.,-11,518,i,0.9,.,.,.,.,.,i,14,0.39,-0.095,0.31,0.021
CCN1CCCC1CNC(=O)Cn1ncc2c(=O)oc3ccc(C)cc3c21 (stereo not drawn),-1.3,1144,0.07,2087,-4,674,i,2.6,3%,1.1,1.0,2.7,9.0,i,52,2.8,0.19,2.2,-1.7
COc1ccc(C(F)(F)F)cc1N/C=C/c1nnnn1-c1ccc2ccccc2c1,1.6,1311,0.17,1164,6,714,i,0.9,.,.,.,.,.,i,34,0.65,-0.24,0.64,-0.56
COc1ccc(CNC(=O)c2ccc(Br)o2)cc1,.,.,-0.24,1017,-3,681,i,1.9,0%,1,2.1,2.6,4.8,i,36,0.83,-0.14,0.71,0.4
CCOCCc1nnc(NC(=O)CSc2ccccc2)s1,.,.,-0.29,1131,8,736,i,1.3,8%,1.1,1.3,0.0,24,i,60,-0.12,0.018,0.32,1.4
COC(=O)CCCC(=O)N1CCCC(CNS(=O)(=O)c2ccc(OC)cc2)C1 (stereo not drawn),-0.1,1033,1.2,1366,4,720,i,0.2,13%,1.1,3.1,0.4,0.1,i,6,0.56,-0.24,0.46,-0.59
O=C(CSc1nc2ccccc2o1)NCC(=O)c1ccccc1,-5.6,1104,2.3,1105,3,754,i,0.8,11%,1,1.5,2.1,3.6,i,35,0.96,-0.32,1,0.18
